# Screens from PubChem.
# CYP2C9 inh: blockers of cytochrome P450 2C9 activity – biochemical, luminescence, ADME assay, primary screen; P11712; CYP2C9 Supersomes, luciferin-H conversion; AID 777, 2007; 96,000 compounds, 20% hits; inhibition, % at 5 µM;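 active = blocking of liver enzyme CYP2C9 beyond about 50% at 5 µM, limit read from the data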; note: values of inactives mirror those of a sister screen read the other way
# hDAT+cocaine: changed hDAT dopamine uptake under cocaine IC80, either direction, primary screen, cocaine antagonist project, cell-based, LLC-PK1 hDAT, [14C]-dopamine uptake, MLSMR; Sodium-dependent dopamine transporter (Homo sapiens), Q01959; LLC-PK1 hDAT cells, [14C]-dopamine uptake with cocaine IC80; actives deviate in either direction; B-score at 10 µM; 110,000 compounds, 1.3% hits;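 active = Z score or B-score, a plate-position-corrected score, falls beyond the plate's 99.7% confidence bounds, in either direction; inactive = both scores lie inside the 99.7% bounds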;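 note: scored against the spread of the other compound wells on the same plate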
# PostGolgi yeast: phenotypic screen on post-Golgi transport, primary screen. post-Golgi transport phenotypic cell assay. inhibition, % at 10 µM. 98,000 compounds, 0.9% hits;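 note: yeast cells grown in 1536-well plates; yeast grown about 18 h at 30C before absorbance read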
# PostGolgi ctrl: growth inhibition of yeast control strain, primary screen, counter-screen for post-Golgi transport modulator project; efflux-deficient yeast background strain, growth absorbance A615, 16 h; inhibition, % at 10 µM; 98,000 compounds, 5% hits; AID 738, 2007
# PTPN22 inh 2: PTPN22 phosphatase inhibitors, primary screen, biochemical, DiFMUP fluorescence, 2 µM; Tyrosine-protein phosphatase non-receptor type 22 (Homo sapiens), Q9Y2R2; AID 640, 2007; recombinant LYP catalytic domain; 96,000 compounds, 0.21% hits; inhibition, % at 2 µM;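 active = inhibition at 2 µM at or above a set limit, the screen mean plus 3 SD, cut at about 24% in these data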;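 note: 0% = DMSO with enzyme and 100% = enzyme fully blocked by orthovanadate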
# Target sequence (Q9Y2R2 whole entry, looked up, the tested form may be a part): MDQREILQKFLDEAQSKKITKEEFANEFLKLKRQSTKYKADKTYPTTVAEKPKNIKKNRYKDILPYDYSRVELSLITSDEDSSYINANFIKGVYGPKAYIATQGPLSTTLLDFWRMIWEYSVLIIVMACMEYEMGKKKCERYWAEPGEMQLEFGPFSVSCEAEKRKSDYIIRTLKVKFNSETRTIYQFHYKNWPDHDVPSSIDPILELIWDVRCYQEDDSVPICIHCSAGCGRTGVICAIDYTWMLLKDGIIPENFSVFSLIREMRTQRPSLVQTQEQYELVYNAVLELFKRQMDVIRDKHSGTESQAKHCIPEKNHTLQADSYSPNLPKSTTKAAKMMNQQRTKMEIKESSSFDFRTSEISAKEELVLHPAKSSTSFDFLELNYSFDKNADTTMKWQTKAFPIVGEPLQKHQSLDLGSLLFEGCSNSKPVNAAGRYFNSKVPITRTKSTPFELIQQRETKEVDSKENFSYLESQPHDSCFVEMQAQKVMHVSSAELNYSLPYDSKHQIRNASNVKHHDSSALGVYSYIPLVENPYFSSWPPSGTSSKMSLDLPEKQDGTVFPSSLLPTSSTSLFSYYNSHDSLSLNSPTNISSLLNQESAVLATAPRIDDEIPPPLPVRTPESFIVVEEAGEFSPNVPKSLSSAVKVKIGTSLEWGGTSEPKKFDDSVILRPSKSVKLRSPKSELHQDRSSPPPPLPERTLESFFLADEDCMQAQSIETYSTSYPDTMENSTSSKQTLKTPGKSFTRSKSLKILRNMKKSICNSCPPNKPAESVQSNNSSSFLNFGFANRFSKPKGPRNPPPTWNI
# Pyk2 oligo antag: antagonists of Pyk2 self-association, primary screen, Q293 cells, FERM NanoBiT luminescence, HTS | hits give low values | 99,000 compounds, 0.83% hits | Protein-tyrosine kinase 2-beta (Homo sapiens), Q14289 | z-score (the deposit names both 25 µM and 10 µM);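 active = Z-score of -3 or lower, scaled per plate to the spread of control and sample wells; inactive = z-score above -3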;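 note: negative z-score means lost luminescence so less FERM oligomerization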
# CYP2C9 act: human CYP2C9 activators, primary screen, biochemical, luminescence | Cytochrome P450 2C9 (Homo sapiens), P11712 | recombinant CYP2C9, luciferin-H conversion; hits give high values; factor 1 = untreated enzyme, 0 = blocked | activation factor at 5 µM | 96,000 compounds, 1.4% hits | AID 1024, 2008;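 active = activation factor of 2 or more for CYP2C9 at a 5 µM dose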;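 note: 0 = sulfaphenazole-blocked wells and 1 = vehicle-only wells; values of inactives mirror those of a sister screen read the other way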
# PTPN22 act: LYP phosphatase activators, primary screen, biochemical, DiFMUP fluorescence, 2 µM; recombinant LYP; 0 = plate median, 100 = signal doubled; activation, % at 2 µM; AID 697, 2007; 96,000 compounds, 0.11% hits;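 active = activation at 2 µM above a set limit, the mean plus 5 SD, cut at about 37% in these data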
# Ecoli WT expand: growth inhibitors of wild-type E. coli, primary screen, strain BW25113, expanded library, OD600; OD600 absorbance; growth inhibition, % at 100 µM; 98,000 compounds, 0.15% hits; AID 710, 2007;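 active = growth inhibition above about 50% at one test dose, limit read from the data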;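 note: growth measured after 20 h incubation at 37 °C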
# Starred values were filed as active, the others as inactive; . = no result given. Cut-off read from the data, not from the text of the source, unless noted: active = inhibition above about 30%; inactive = the rest.
smiles	CYP2C9 inh	hDAT+cocaine	PostGolgi yeast	PostGolgi ctrl	PTPN22 inh 2	Pyk2 oligo antag	CYP2C9 act	PTPN22 act	Ecoli WT expand
CS(=O)(=O)N1CCc2cc(C(=O)N3CCOCC3)ccc21	-5	0.07	-5	0	6	0.08	1.1	-6	-8
C=CCn1c(COC)nnc1SCC(=O)c1ccc(F)cc1	-17	0.0015	-9	14	1	0.13	1.2	-5	8
Cc1ccc(-n2ncc3c(N4CCC5(CC4)OCCO5)ncnc32)c(C)c1	8	-0.32	-2	11	0	.	0.9	-3	3
c1ccc(-c2cc(N3CCOCC3)nc3ccccc23)cc1	22	0.99	13	23	-6	0.02	0.8	9	5
COc1cccc2cc(C(C)=O)c(=O)oc12	-23	-1.1	-1	27	9	2	1.2	-7	1
CCOC(=O)N1CCC(NC(=O)c2ccc(CS(=O)(=O)c3c(Cl)cccc3Cl)o2)CC1	66*	0.00057	3	4	.	.	0.3	.	2
Cc1cccc(OCCCn2ccnc2)c1	68*	-0.055	1	4	3	0.43	0.3	-1	9
CC1(C)Cc2c(sc3c2C2=NCCN2C=N3)CS1	-3	-0.69	2	10	-2	1.2	1	4	2
O=C(NCC1CCCO1)c1nn2cccnc2c1Cl (centres undefined)	-20	-0.46	2	15	2	0.79	1.2	-3	1
Nc1nnc(SCC(=O)N2CCN(c3ccccc3)CC2)n1-c1ccccc1	-8	-0.17	1	9	-9	1.6	1.1	8	0
CC(=O)C1=C(O)C(=O)N(c2nccs2)C1c1ccc(Br)cc1 (centres undefined)	57*	-0.96	-10	-4	6	-0.14	0.4	-6	11
COC(=O)COc1ccc(NC(=O)C2CCCO2)cc1 (centres undefined)	4	0.012	-11	1	-3	0.46	1	-1	-1
CC(C)OCCCNc1ncnc2c1[nH]c1ccc(F)cc12	30	0.096	8	13	-9	-1.1	0.7	7	32
CCOC(=O)c1[nH]c2ccc(OC)cc2c1NC(=O)CN1CCc2ccccc2C1	81*	-0.41	3	27	4	-1.5	0.2	-7	-1
CC(C)=C1SC(N2CCOCC2)=NC1=O	-10	0.33	-7	-1	-5	2.2	1.1	4	-1
CCCn1c(N2CCN(CC(=O)c3c[nH]c4ccccc34)CC2)nc2c1c(=O)[nH]c(=O)n2C	70*	1.6	4	-4	-16	-0.51	0.3	14	6
O=C(NCc1ccco1)C(c1ccncc1)N(CCC1=CCCCC1)C(=O)Cn1nnc2ccccc21 (centres undefined)	62*	-0.47	0	-1	-5	-0.05	0.4	6	-4
c1ccc2c(c1)nc(-c1ccncc1)n1nnnc21	.	-0.28	2	8	5	-0.03	.	1	-8
CC(=O)Nc1nc(-c2ccccc2)ns1	.	-1.6	.	.	-2	0.67	.	9	.
COc1ccc(OC)c(C(=O)CSc2nnc(Cc3cccs3)n2CCc2ccccc2)c1	37	1	0	16	12	-0.84	0.6	-10	-8
CC1CN(C(=O)CSc2nnc3c(Cl)cc(Cl)cn23)CC(C)O1 (centres undefined)	6	-0.033	-3	-1	5	0.58	0.9	-3	-6
O=c1cc(N2CCC(Cc3ccccc3)CC2)[nH]c(=O)n1C1CCCCC1	20	-0.61	-6	2	-10	0.07	0.8	11	-10
CC1CCN(C(=O)CSc2nc3ccccc3c(=O)n2Cc2ccc3c(c2)OCO3)CC1	67*	1.3	-6	43*	13	-0.74	0.3	-10	-18
CCOC(=O)N1CCN(C(=O)C2CCN(S(=O)(=O)CC)CC2)CC1	-6	1.6	7	6	0	0.32	1.1	-4	4
Cc1ccc(Cn2c(SCC(=O)NCc3ccco3)nc3ccsc3c2=O)cc1	32	0.7	-11	0	0	-1.1	0.7	-2	-1
O=C1c2ccccc2S(=O)(=O)N1Cc1nnc(-c2ccccc2Br)o1	.	-0.0093	.	.	8	2.3	.	-4	.
O=C(Nc1ccccc1N1CCCCC1)c1cccs1	16	-0.015	2	51*	-2	-0.96	0.8	1	-6
COc1cc(C2N(c3ccccc3)CCN2c2ccccc2)ccc1OC(C)=O	8	-0.13	1	-2	.	-0.32	0.9	.	-11
CCCc1cc(=O)[nH]c(/N=C(/NC(=O)C(C)N2C(=O)c3ccccc3C2=O)Nc2ccccc2)n1 (centres undefined)	62*	.	-3	5	3	-1.1	0.4	-4	-16
Cc1ccc2c(CC(=O)Nc3sccc3C(N)=O)coc2c1	48	.	9	3	-3	-1.4	0.5	1	1
Cc1ccc(C)c(NC(=O)CSc2ncnc3nc[nH]c23)c1	-3	0.49	-3	-6	0	1	1	-2	4
CC1(C)CC(=O)C2=C(C1)Oc1ncn(CCO)c(=N)c1C2c1ccccc1 (centres undefined)	18	-0.6	1	31*	4	0.33	0.8	-5	-14
CC(C)COC(=O)n1c(SCC(=O)N(C)C)nc2ccccc21	78*	0.98	-9	7	-4	-0.92	0.2	7	-11
O=C(CNC(=O)c1ccco1)OCC(=O)c1cccc2ccccc12	-91	0.34	-4	16	2	2.3	1.9	-1	10
CCNS(=O)(=O)c1ccc(OCCNS(C)(=O)=O)cc1	-2	0.0085	7	-3	5	-0.02	1	-5	-2
CC(CN(C)Cc1ccccc1)OC(=O)c1cccs1 (centres undefined)	.	0.21	6	15	-7	-0.21	.	2	-5
CSc1nsc(SC)c1NC(=O)N1CCCCC1	6	-0.43	4	10	-4	0.23	0.9	4	-1
COc1ccc(C(=O)CSc2nnc(CNC(=O)c3ccc(OC)c(OC)c3)n2C)cc1	-2	-0.37	-2	14	-2	0.52	1	5	-4
CN(C)S(=O)(=O)n1cnc2ccccc21	-13	-0.55	-9	-1	-1	-0.78	1.1	0	5
Cc1ccc(S(=O)(=O)N2CCN(C(=O)N(C)C)CC2)cc1C	-68	-0.038	-11	0	-1	-0.16	1.7	0	-5
O=C(COc1ccccc1)N1CCN=C1c1ccccc1	0	1.2	-4	0	-1	0.97	1	-4	-10
COc1cc2c(cc1NCc1ccccn1)oc1ccccc12	.	1.4	-3	0	5	-2.7	.	2	-1
CN(C)c1nc(N)nc(CSc2nnnn2-c2ccccc2)n1	17	-0.3	1	2	-5	-0.19	0.8	8	0
CCOC(=O)c1c(C)oc2ccc(NS(=O)(=O)c3cccs3)cc12	79*	-0.057	-1	21	0	-1.2	0.2	3	-3
O=c1c2ccccc2sc2nc(C3CCCCC3)n(Cc3ccco3)c(=O)c12	1	.	47*	50*	.	-0.49	1	.	6
Cc1ccc(-c2nc3cccnc3o2)cc1NC(=O)COc1ccc(Cl)cc1C	64*	0.62	-2	-5	18	0.99	0.4	-20	-2
COc1cccc2c(C)nc(Nc3nc(CSc4nnc(C)s4)cc(=O)[nH]3)nc12	4	-0.53	-6	9	-15	-2.2	1	13	-15
CCCCn1nc2cc(C(=O)N[C@H](C)C3CCCCC3)ccc2c1OCC	2	1.6	6	1	5	.	1	-7	-5
CC(=O)c1ccc(-n2nnnc2SCC(=O)N2CCc3ccccc3C2)cc1	.	0.82	-10	3	11	0.75	.	-8	-12
O=Cc1cc2ccccc2nc1SCc1ccc(Cl)c(Cl)c1	1	-0.61	-5	38*	-1	-1.5	1	-3	-10
O=c1c2ccccc2nc2c3ccccc3c(NCCN3CCOCC3)nn12	9	0.026	-1	-2	-14	.	0.9	14	-4
CCCCN(C)C(=O)c1cc2cc3ccc(OC)cc3nc2s1	53*	0.99	-5	29	5	-1	0.5	-7	1
O=C(Nc1ncnc2sc3c(c12)CCCCC3)c1ccc(F)cc1	42	2.4	2	8	-3	-0.41	0.6	2	-4
Cc1c(Br)c([N+](=O)[O-])nn1CC(=O)NCc1cccs1	-9	0.23	-1	7	14	-0.33	1.1	-10	10
CCCC(=O)N1CCc2cc(-c3nc(N)sc3C)ccc21	13	-0.19	3	6	1	-0.2	0.9	-2	4
COc1cc(COc2ccc3c(C)c(Cc4ccccc4)c(=O)oc3c2)cc(OC)c1OC	57*	0.65	-6	16	1	-0.1	0.4	5	-7
O=C(NC1(C(F)(F)F)NC(=O)N(C2CCCCC2)C1=O)c1cccs1 (centres undefined)	43	-3.3*	-1	2	6	-0.32	0.6	-2	8
CCOC(=O)c1c(C)c(C(=O)N2CCCCCC2)c(C)n1CC	-10	0.0046	3	1	.	-0.52	1.1	.	10
O=C(O)C1CCN(C(=O)c2scc3c2OCCO3)CC1	-10	0.28	7	8	-1	0.77	1.1	-2	2
Cn1ccnc1SCCC#N	5	0.41	2	0	4	0.89	0.9	-6	-12

# Next section
smiles	CYP2C9 inh	hDAT+cocaine	PostGolgi yeast	PostGolgi ctrl	PTPN22 inh 2	Pyk2 oligo antag	CYP2C9 act	PTPN22 act	Ecoli WT expand
CC(C)(O)P(C)(=O)c1ccccc1 (centres undefined)	0	-0.84	-1	-2	-16	0.3	1	15	6
CCOc1ccc(OCC)c(Nc2cc(C)nc3ncnn23)c1	36	0.067	3	1	.	.	0.6	.	6
CCOC(=O)c1[nH]c2cc(OC)c(OC)cc2c1N	18	-0.044	-1	7	-8	0.69	0.8	7	2
O=C(NO)c1ccc(OC(F)F)cc1	-7	.	-13	14	-6	.	1.1	4	6
Cc1ccccc1N1C(=O)[C@@H]2Cc3ccccc3CN2C1=O	-22	-0.46	7	15	1	0.98	1.2	-2	-5
c1ccc(-c2nnc3ccc(N4CCC5(CC4)OCCO5)nn23)cc1	48	0.16	18	11	6	-0.01	0.5	-5	2
CC(C)C(NC(=O)c1ccc(S(=O)(=O)N2CCOCC2)cc1)c1nc2ccccc2[nH]1 (centres undefined)	23	-0.25	-3	3	-8	0.05	0.8	12	-2
CCC(CO)n1c(SCc2cc(=O)oc3cc(C)ccc23)nc2ccccc2c1=O (centres undefined)	98*	2	41*	47*	3	1.2	0	0	-6
Cc1ccc(C)c(NS(=O)(=O)c2ccc(OCC(=O)N3CCCC3)cc2)c1	21	-0.93	1	5	7	0.42	0.8	-8	-2
Cc1[nH]c(=O)c(C#N)c(C)c1Br	-12	-0.026	-10	7	.	1.1	1.1	.	-4
CNC(=O)CN(c1cccc2ccccc12)S(C)(=O)=O	-18	0.054	-3	2	-7	0.65	1.2	2	-2
COC(=O)c1cscc1NC(C)=O	-3	-0.21	16	1	15	3	1	-13	7
Cc1cccc(C)c1NC(=O)C1(N(Cc2ccco2)C(=O)CC2NC(=O)NC2=O)CCCCC1 (centres undefined)	0	-1.3	13	12	.	1.2	1	.	0
c1ccc(-c2noc(COc3ccc4c(c3)OCO4)n2)cc1	-17	0.3	3	4	-2	-0.68	1.2	5	-11
CC1(C(=O)NC2CCCCCCC2)CCC(=O)N1CCN1CCOCC1 (centres undefined)	18	-0.044	3	0	4	0.44	0.8	-7	-3

# Three of the compounds above, with two lines to a compound:
# The line under a structure holds: CYP2C9 inh	hDAT+cocaine	PostGolgi yeast	PostGolgi ctrl	PTPN22 inh 2	Pyk2 oligo antag	CYP2C9 act	PTPN22 act	Ecoli WT expand
- Cc1ccc(Cn2c(SCC(=O)NCc3ccco3)nc3ccsc3c2=O)cc1
    32	0.7	-11	0	0	-1.1	0.7	-2	-1
- O=C1c2ccccc2S(=O)(=O)N1Cc1nnc(-c2ccccc2Br)o1
    .	-0.0093	.	.	8	2.3	.	-4	.
- O=C(Nc1ccccc1N1CCCCC1)c1cccs1
    16	-0.015	2	51*	-2	-0.96	0.8	1	-6
